EPAC2 antagonist = qHTS for Antagonist of cAMP-regulated guanine nucleotide exchange factor 2 (EPAC2): primary screen. EPAC2 GEF exchange of Rap1B-BODIPY-GDP, fluorescence. Rap guanine nucleotide exchange factor 4 (Homo sapiens), Q8WZA2. Potency, µM (doses to about 114 µM), without a hit: top-dose activity, negative = inhibition, most hits filed as inhibitors. AID 720708, 2013. 360,000 tested, 0.18% active; also: % is scaled to controls: 0 for no effect and ±100 for the full control effect; nearly all actives have a fitted effect of over 45% in size; many of its hits are not listed in these tables
aSyn yeast inh = qHTS of alpha-syn Inhibitors | Yeast expressing alpha-synuclein, growth rescue, BacTiter-Glo, 24 h | Potency, µM (highest dose often 46.1 µM), inactives show top-dose growth rescue (activation), usual class: activators | 370,000 tested, 0.14% active; also: % of control where 0% means no effect; nearly all actives have a fitted effect of over 65% in size
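Galactose-induced alpha-syn yeast (OD600=0.02, raffinose-pregrown) + pinned cpd, 24 hr, 30 deg C; growth by BacTiter-Glo luminescence. Growth restoration scores as activation.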
EPAC1 ag = qHTS for Agonist of cAMP-regulated guanine nucleotide exchange factor 3 (EPAC1): primary screen. EPAC1 agonist qHTS, biochemical assay; response scale: 100% = response to 6.5 mM cAMP. AID 720707, 2013. 360,000 tested, 0.073% active. Potency, µM (doses to about 154 µM), without a hit: at the top dose activation, most hits filed as activators; also: nearly all actives have a fitted effect of over 60% in size
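Read-out is the fluorescence drop as BODIPY-GDP leaves Rap1B (480 nm excitation, 540 nm emission), recorded every 5 minutes over 30 minutes. Reactions held 100 nM EPAC1, 250 nM Rap1B–BODIPY-GDP and 50 uM GDP, with 6.5 mM cAMP setting full activation.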
EPAC1 antagonist = qHTS for Antagonist of cAMP-regulated guanine nucleotide exchange factor 3 (EPAC1): primary screen; 360,000 tested, 0.14% active; EPAC1 GEF assay, Rap1b-BODIPY-GDP exchange fluorescence; Potency, µM (doses to about 115 µM), for the others: at the highest dose activity change, negative = inhibition, usual class: inhibitors; Rap guanine nucleotide exchange factor 3 (Homo sapiens), O95398; AID 720709, 2013;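 also: plate controls were vehicle for no effect and positive control for full effect; nearly all actives have a fitted effect of over 50% in size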
FUS suppressor = qHTS for Suppressors of FUS Proteinopathy: Primary screen using FUS-linked yeast assay; Potency, µM (doses to about 76.6 µM), inactives show at the highest dose growth rescue (activation), usual class: activators; S. cerevisiae FUS-expressing, growth rescue, OD600, 24 h; AID 1347120, 2019; 390,000 tested, 0.24% active;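 also: plate controls were DMSO vehicle for no effect and reference control for full effect; nearly all actives have a fitted effect of over 55% in size; some results filed as inactive show a strong effect at the top dose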
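Galactose (2%) drives FUS expression in yeast precultured in raffinose; seeding density OD 0.005. Test compounds incubated 24hr at 30C and 99% humidity before absorbance at 600 nm was measured.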
EPAC2 ag = qHTS for Agonist of cAMP-regulated guanine nucleotide exchange factor 4 (EPAC2): primary screen | Potency, µM (top dose mostly 154 µM), without a hit: top-dose activation, hits mostly activators | 360,000 tested, 0.079% active | Rap guanine nucleotide exchange factor 4 (Homo sapiens), Q8WZA2 | AID 720711, 2013 | EPAC2 activation, biochemical qHTS; response scale: 100% = 6.5 mM cAMP response; also: nearly all actives have a fitted effect of over 50% in size
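Guanine nucleotide exchange by EPAC2 is measured as reduced fluorescence of BODIPY-GDP once it is released from 250 nM Rap1B. Plates are read kinetically for 30 min at room temperature; results are scaled to 6.5 mM cAMP.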
TDP43 rescue = qHTS of TDP-43 Inhibitors; TDP-43 expressing yeast growth rescue, BacTiter-Glo, 24 h; Potency, µM (highest dose often 46.1 µM), for the others: top-dose growth rescue (activation), most hits filed as activators; 410,000 tested, 1.8% active; also: % of control where 0% means no effect; nearly all actives have a fitted effect of over 50% in size
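Growth rescue of TDP-43-toxic yeast measured as ATP luminescence (BacTiter-Glo). Cells grown to mid-log in raffinose, induced in galactose at OD600=0.02, exposed to compound 24 hr at 30 deg C.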
PTHR1 agonist = qHTS for PTHR1 Agonists: Primary Screen | Parathyroid hormone/parathyroid hormone-related peptide receptor (Homo sapiens), Q03431 | HEK293 GP2 PTHR1 cells, GloSensor cAMP luminescence, 1 h | Potency, µM (top dose mostly 115 µM), without a hit: at the highest dose activation, most hits filed as activators | 410,000 tested, 0.075% active | AID 743266, 2014; also: nearly all actives have a fitted effect of over 55% in size; some results filed as inactive show a strong effect at the top dose; inactives centre near -15; many of its hits are not listed in these tables
Target sequence (Q03431 whole entry, looked up): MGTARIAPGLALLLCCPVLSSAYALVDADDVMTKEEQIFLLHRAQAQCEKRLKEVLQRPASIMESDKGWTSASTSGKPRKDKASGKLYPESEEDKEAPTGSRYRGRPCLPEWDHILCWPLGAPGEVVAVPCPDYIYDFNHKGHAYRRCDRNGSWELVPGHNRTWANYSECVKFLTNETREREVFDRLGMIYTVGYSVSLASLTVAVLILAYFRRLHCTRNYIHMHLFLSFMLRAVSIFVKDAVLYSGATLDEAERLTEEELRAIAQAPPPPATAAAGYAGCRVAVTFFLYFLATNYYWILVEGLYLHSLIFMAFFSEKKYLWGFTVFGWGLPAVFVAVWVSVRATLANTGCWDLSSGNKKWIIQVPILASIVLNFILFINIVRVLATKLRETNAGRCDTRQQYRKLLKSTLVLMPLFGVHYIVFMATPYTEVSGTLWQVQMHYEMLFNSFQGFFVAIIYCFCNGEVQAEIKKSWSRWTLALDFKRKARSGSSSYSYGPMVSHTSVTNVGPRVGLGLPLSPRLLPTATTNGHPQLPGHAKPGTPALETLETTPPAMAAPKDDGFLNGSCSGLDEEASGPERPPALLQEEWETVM
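HEK-293-derived GP2 cells expressing PTHR1 and a GloSensor cAMP reporter, 3,000/well, plated overnight, given luciferin plus IBMX (each 0.5 mM as added) for 1 h at 37 °C, then compound for 1 h at 37 °C. Luminescence was read after 15 min at room temperature.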
Active calls of the source: *; i = inactive; ? = inconclusive; · = not tested or not shown; & = joins results of further samples; [ ] = remark or other dose. Calls follow the shape of the dose curve; as a rule, active = well fitted curve in the direction sought with a large enough effect; inconclusive = small, poorly fitted or top-dose-only effect, or another doubt; inactive = no such curve, though single readings can be large; an effect the other way counts as inactive or inconclusive. Potency is read from the fitted curve at half-maximal effect. The list is partial; count on the stated rates, not on these rows.

Results follow in this order: EPAC2 antagonist	aSyn yeast inh	EPAC1 ag	EPAC1 antagonist	FUS suppressor	EPAC2 ag	TDP43 rescue	PTHR1 agonist
O=C(NC(=S)Nc1ccc(Cl)cn1)c1cc([N+](=O)[O-])ccc1N1CCOCC1
→ 14%	-8%	10%	-18%	16%	13%	-6%	17%
O=C(COC(=O)c1ccc(Cl)nc1)Nc1cccnc1Cl
→ -7%	0%	9%	2%	-12%	-4%	25%	i
CC(C)(C)[C@H]1C=C(C(=O)NCc2ccccc2)O[C@@H](OCc2ccc(CO)cc2)C1
→ -13%	13%	-12%	-1%	16%	10%	11%	-8%
COc1ccc(/C=N/NC(=O)CN(CCc2ccccc2)S(=O)(=O)c2ccc(NC(C)=O)cc2)cc1OC
→ -4%	0%	10%	-1%	·	0%	2%	-5%
CC(C)CN1CCN=C1N(C)C
→ 2%	-4%	2%	4%	-16%	7%	12%	-22%
CCOC(=O)[C@H](C)N1[C@H](C)[C@H](c2ccccc2)Oc2ccc(Cl)cc2S1(=O)=O
→ ?	4%	9%	-13%	0%	4%	19%	i
CCOC(=O)N1CCC(NC(=O)c2ccc(N3CCC4(CC3)OCCO4)c([N+](=O)[O-])c2)CC1
→ -20%	3%	-4%	-14%	20%	-10%	-7%	-45%[inhibitor]
CCn1c(NCc2ccc(N(C)C)cc2)nc2ccccc21
→ -12%	0%	2%	-3%	14%	7%	19%	i
COc1cccc(CNC(=O)COC(=O)CCS(=O)(=O)c2ccc(C)cc2)c1
→ 14%	2%	1%	2%	2%	12%	1%	i
Cc1[nH]c2ccccc2c1N=Nc1cccc(C(=O)O)c1
→ -13%	-59%[inhibitor]	15%	-3%	7%	1%	18µM*	-12%
O=C1NC(c2ccc(Cl)cc2)Nc2ccccc21 (centres undefined)
→ 3%	1%	-5%	14%	-11%	-9%	-8%	i
CCOC(=O)c1cc(C(C)(C)C)oc1CN
→ 3%	0%	-7%	13%	-7%	1%	7%	i
COc1ccc(CCNC(=O)C(=O)c2cn(CC(=O)N3CCOCC3)c3ccccc23)cc1
→ 2%	-3%	-1%	0%	-4%	-2%	5%	-6%
COc1cccc(CNC(=O)c2cccnc2Sc2ccc(C)cc2C)c1
→ -15%	10%	5%	-12%	7%	22%	?	i
COc1ccc(NC(=O)C2=C(C)NC(=O)NC2c2cccs2)c(OC)c1 (centres undefined)
→ 17%	1%	3%	-7%	-12%	3%	-16%	?
CC(C)OCCCNC(=O)C1CCC(=O)N1C(C)C (centres undefined)
→ 6%	-7%	1%	13%	0%	2%	-9%	i
c1ccc(N=NC2=NN(c3ccccc3)CS2)cc1
→ -3%	-16%	2%	7%	6%	-3%	19%	-24%
CC(=O)c1cccc(OCc2cc(C(=O)N(C)CCc3cnn(C)c3)no2)c1
→ 0%	13%	4%	-5%	13%	5%	0%	3%
Cc1cc(C)c(S(=O)(=O)NCc2ccc3c(c2)cc(C)n3C)c(C)c1
→ 1%	14%	5%	-3%	32%	5%	-10%	-2%
COC(=O)c1ccccc1NC(=S)NC(=O)c1ccc2c(c1)OCO2
→ -2%	-10%	-3%	-26%	·	-2%	23%	-12%
N=C1/C(=C\c2ccc(Br)o2)C(=O)N=C2SC(CC(=O)N3CCCCC3)=NN12
→ 5%	5%	-3%	-19%	10%	-2%	3%	-25%
Cc1ccc(S(=O)(=O)N(C)c2ccc(OC(=O)CN3C(=O)NC4(CCCC4)C3=O)cc2)cc1C
→ 1%	-4%	-6%	5%	3%	2%	3%	i
CC1(c2nc3ccccc3[nH]2)c2ccccc2C(=O)N1Cc1ccccc1 (centres undefined)
→ 4%	1%	-13%	-4%	-5%	25%	-15%	7%
CN1CCN(NC(=O)Nc2cccc(Cl)c2Cl)CC1
→ 3%	5%	-4%	-14%	3%	5%	-14%	i
CN(C(=O)c1ccc(NC(=O)Cc2cccc(NC(=O)C3CCCN(C(=O)C4CCC4)C3)c2)cc1)C1CC1 (centres undefined)
→ 15%	?	-8%	-20%	9%	5%	14%	-37%[inhibitor]
CC(=O)N1c2ccccc2C(C)(c2ccccc2)CC1(C)C (centres undefined)
→ 0%	-6%	0%	-13%	0%	12%	-17%	-11%[57.5 µM]
Nc1c(CO)nnn1-c1ccccc1
→ 5%	0%	-3%	-24%	25%	2%	2%	-10%
Cc1ccc(-c2csc(=Nc3cccnc3)n2CCCn2ccnc2)cc1C
→ -1%	10%	2%	-10%	-12%	-8%	23%	-31%[inhibitor]
Cc1ccc(C(C(=O)NC2CCCC2)N2CCCCC2)cc1 (centres undefined)
→ 2%	-14%	-6%	-5%	-13%	9%	12%	i
CC(=O)Nn1c(-c2ccccc2)cc2ccccc21
→ 6%	0%	-2%	4%	-1%	-2%	-4%	i
CC1CC(C)CN(c2oc(-c3ccccc3Cl)nc2C#N)C1 (centres undefined)
→ 2%	-3%	8%	8%	-18%	-4%	-21%	-20%
CCOc1ccc(CCNC(=O)COC(=O)c2nc(Cl)ccc2Cl)cc1OCC
→ -5%	-4%	3%	3%	45%	-1%	?	9%
CN1C(=O)c2cccc3c(S(N)(=O)=O)ccc1c23
→ 4%	-8%	0%	-19%	-14%	11%	14%	i
Nc1nnn(CC(=O)N/N=C/c2ccccc2)n1
→ 23%	1%	-7%	17%	-25%	7%	-10%	-1%
Cc1noc(C)c1CSCC(=O)Nc1cccc(C(F)(F)F)c1
→ -1%	-1%	-10%	-1%	·	2%	-9%	-15%
COc1cccc(-n2c(SCC(=O)NCc3cccs3)nc3ccccc3c2=O)c1
→ -11%	-2%	8%	-21%	38%	17%	-20%	-25%
NNC(=O)c1sc2cc(C(F)(F)F)cnc2c1-c1cccnc1
→ 7%	0%	2%	-14%	4%	-5%	0%	-6%
O=C(CSCc1nc2c(nnn2Cc2ccc(F)cc2)c(=O)[nH]1)Nc1cccc(C(F)(F)F)c1
→ -8%	-1%	-3%	3%	26%	7%	-14%	i
CC(=O)N1CCC2(CC1)C/C(=N\NC(=S)Nc1ccc(C)cc1)c1cc(O)ccc1O2
→ -8%	0%	7%	-16%	?	6%	?	i
Cc1ccc(C(=O)O)c(C(=O)Nc2nc(C)cs2)c1
→ 5%	23%	6%	-23%	19%	3%	-11%	-3%[57.5 µM]
CC(C)[C@H](NC(=O)[C@@H]1CSC2c3ccccc3C(=O)N21)C(=O)NC1CCCC1 (some centres undefined)
→ -3%	1%	10%	-8%	-10%	6%	13%	-4%
CCOC(=O)C(Cc1ccccc1)NC(=O)CCc1c(C)nc2nc(C)nn2c1C (centres undefined)
→ 3%	0%	4%	-8%	-19%&19%	2%	10%&-7%	-22%
CC1CCCCC12NC(=O)N(CC(=O)Nc1sccc1C(N)=O)C2=O (centres undefined)
→ 6%	4%	-8%	12%	-1%	2%	12%	-23%
O=S(=O)(c1ccccc1)c1nc(-c2ccco2)oc1Nc1ccccc1
→ -6%	13%	9%	-1%	18%	10%	10%	i
Cc1cccc(C)c1NC(=O)c1cccc2c1C(=O)N(C1CCCCC1)C2
→ -8%	-1%	5%	-11%	39%	10%	?	i
Cc1cccc2cc(C#N)c(SCCN3CCCCC3)nc12
→ -7%	-2%	-13%	?	10%	10%	-9%	i
CC(C)OC(=O)C1OC1(C)c1ccccc1 (centres undefined)
→ -4%	-6%	0%	-2%	-32%	2%	11%	-24%
C=C(C)C1CC=C(C)/C(=N/NC(=O)CCC(=O)Nc2ccccc2Cl)C1 (centres undefined)
→ -12%	4%	7%	6%	27%	8%	-18%	-13%
O=C(COC(=O)c1ccc(Cl)cc1)NCC1CCCCC1
→ 15%	-5%	-1%	-5%	2%	-3%	0%	0%
C=CCn1c(SCC(=O)Nc2ccc(OC)cc2)nc2c([nH]c3ccccc32)c1=O
→ 2%	0%	-20%	-8%	13%	6%	14%	i
Cc1ccc(C(=O)COc2cc(C)nc3nncn23)cc1
→ 12%	-4%	-14%	-10%	10%	6%	0%	i
COC(=O)c1sccc1NC(=O)CC1C(=O)NCCN1C(=O)Nc1ccccc1 (centres undefined)
→ -6%	-2%	-4%	-1%	23%	4%	-4%	i
Cc1nc(SCC(=O)OCc2ccccc2)c2c(=O)n(C)c(=O)n(C)c2n1
→ -13%	-1%	11%	17%	-22%	23%	20%	-29%
COC(=O)C1=C(C)N(c2ccc(OC)cc2)C(=O)/C1=C\c1cccs1
→ 5%	2%	-7%	-22%	-26%	-20%	11%	i

Ordered by SMILES length (smallest number first): four of the compounds above.
Results follow in this order: EPAC2 antagonist	aSyn yeast inh	EPAC1 ag	EPAC1 antagonist	FUS suppressor	EPAC2 ag	TDP43 rescue	PTHR1 agonist
Cc1cccc2cc(C#N)c(SCCN3CCCCC3)nc12
→ -7%	-2%	-13%	?	10%	10%	-9%	i
Cc1ccc(C(=O)COc2cc(C)nc3nncn23)cc1
→ 12%	-4%	-14%	-10%	10%	6%	0%	i
C=C(C)C1CC=C(C)/C(=N/NC(=O)CCC(=O)Nc2ccccc2Cl)C1 (centres undefined)
→ -12%	4%	7%	6%	27%	8%	-18%	-13%
C=CCn1c(SCC(=O)Nc2ccc(OC)cc2)nc2c([nH]c3ccccc32)c1=O
→ 2%	0%	-20%	-8%	13%	6%	14%	i

From PubChem BioAssay
